# hERG protect: hERG (human) protection from proarrhythmic block; Q12809; CHO-hERG, FluxOR thallium flux, dofetilide IC70 present; activation (rescue from dofetilide block), less the hit threshold, % at 10 µM; hit rate 0.51% among 310,000;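 active means activation above the mean of controls blocked by dofetilide plus 5 SD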;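 further: thallium influx through hERG after potassium depolarization seen as dye fluorescence rise; in these data hits start at about 4.7%; inactives centre near -7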
# KCNQ1 pot: potentiators or activators of human KCNQ1 potassium channel. P51787. CHO-K1 KCNQ1, thallium flux FluxOR fluorescence; stronger effect = higher value. B-score at 10 µM. hit rate 0.35% among 310,000;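 active means fluorescence ratio B-score, a plate-corrected score, at least three library SD, with initial intensity B-score within 5 SD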
# Target sequence (P51787 whole entry, looked up): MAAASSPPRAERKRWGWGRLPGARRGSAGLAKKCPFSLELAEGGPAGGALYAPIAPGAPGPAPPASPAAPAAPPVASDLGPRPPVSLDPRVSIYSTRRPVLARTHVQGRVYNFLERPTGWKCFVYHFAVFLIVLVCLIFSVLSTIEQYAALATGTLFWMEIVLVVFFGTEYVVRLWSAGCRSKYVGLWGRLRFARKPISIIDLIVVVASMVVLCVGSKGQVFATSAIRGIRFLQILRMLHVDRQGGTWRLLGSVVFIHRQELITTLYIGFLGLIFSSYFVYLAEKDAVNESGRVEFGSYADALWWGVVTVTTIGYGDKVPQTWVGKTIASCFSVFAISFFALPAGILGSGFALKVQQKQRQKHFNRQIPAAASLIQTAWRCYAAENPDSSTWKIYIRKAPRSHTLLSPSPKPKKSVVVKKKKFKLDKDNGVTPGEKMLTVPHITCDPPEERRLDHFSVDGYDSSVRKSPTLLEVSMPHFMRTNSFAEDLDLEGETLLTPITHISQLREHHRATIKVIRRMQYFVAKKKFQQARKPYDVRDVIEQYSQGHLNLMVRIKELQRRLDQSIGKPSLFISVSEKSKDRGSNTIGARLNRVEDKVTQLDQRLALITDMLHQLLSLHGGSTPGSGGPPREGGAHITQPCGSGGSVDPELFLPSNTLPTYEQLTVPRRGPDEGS
#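 Assay system: CHO-K1 cells stably expressing KCNQ1. Medium: assay buffer for compound exposure, DMSO matched across wells. Timing: 37 °C overnight plating, 90-min dark dye load, 20-min compound pretreatment. Signal: kinetic FluxOR fluorescence, 10 s baseline plus 110 s post-stimulus.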
# RGS4 inh: inhibitors of human RGS4 | B-score at 10 µM | AID 463165 | hit rate 0.45% among 310,000 | P49798 | HEK293 M3R/RGS4 inducible, Fluo-4 calcium flux; stronger effect = higher value; triggered by carbachol at its EC20;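 active means B-score, a plate-corrected calcium signal, over three deviations above library mean, with baseline fluorescence within five deviations of library mean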;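 further: RGS4 expression induced by doxycycline in cells with stable M3 receptor; B-score is computed from the integrated fluorescence ratio over baseline after carbachol; higher B-score means a larger calcium signal and so more RGS4 inhibition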
# KCNK3 inh: human KCNK3 channel inhibition, primary screen; O14649; AID 602410; hit rate 0.84% among 340,000; B-score at 10 µM; CHO-KCNK3 thallium flux, FluxOR fluorescence; stronger effect = lower value;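 active means B-score under library mean minus 4 SD, starting fluorescence ratio at most library mean plus 5 SD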;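 further: more negative B-score means stronger inhibition of thallium flux through KCNK3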
# DYRK1A inh: blocks rat Dyrk1A kinase activity; Q63470; ADP-Glo luminescence, NFATc1 peptide; inhibition, % at 12.5 µM; hit rate 0.43% among 310,000; in the data active means inhibition above about 50%;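 further: plate controls were vehicle with enzyme for no effect and no enzyme for full effect; many of its hits are not listed in these tables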
# RGS4 act: potentiators or activators of RGS4; HEK293 M3R/inducible RGS4, carbachol calcium flux Fluo4; stronger effect = lower value; B-score at 10 µM; hit rate 0.92% among 310,000; AID 463111;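 active means B-score of the integrated calcium signal more than 4 SD below the library mean, with starting fluorescence not abnormally high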;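 further: negative B-score means reduced calcium response which marks RGS4 activation or potentiation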
#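 Assay system: Inducible-RGS4 HEK293 cells carrying M3 receptor | Schedule: Compound preincubation 20 min at room temperature before agonist | Signal: Kinetic calcium fluorescence imaging with Fluo4-AM dye, 2 µM | Read-out basis: B score from integrated fluorescence ratio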
# GSK3beta inhib: inhibitors of human GSK3beta kinase. hit rate 0.038% among 300,000. P49841. GST-GSK3beta kinase, ADP-Glo luminescence, 60 min; stronger effect = lower value. activity score (negative = inhibition), % at 10 µM. AID 2097;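 active means more than half of replicate wells score below -50%, meaning over 50% inhibition versus plate controls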;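 further: 0% = median DMSO wells and -100% = median GW8510 positive control wells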
#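 Test system: GST-fused GSK3beta enzyme, cell-free | Quantity: 1.6 ng GST-GSK3beta enzyme per well | Reagent: 25 µM ATP with peptide substrate | Schedule: 60 min enzyme reaction, room temperature | Signal: Luminescent ADP-Glo measurement of ADP formed | Read-out basis: Score relative to plate controls | Control set: DMSO and 20 µM GW8510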
# GSK3A inh: inhibitors of human GSK-3 alpha kinase; P49840; ADP-Glo luminescence, 60 min; inhibition, % at 10 µM; hit rate 0.1% among 320,000; AID 2650;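 in the data active means inhibition above about 50%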;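 further: GST-tagged GSK-3 alpha with peptide substrate and 25 µM ATP; 0% = DMSO neutral wells and 100% = GW8510 positive control wells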
# KCNK9 block: human KCNK9 channel inhibition; Q9NPC2; HEK293 KCNK9, FluxOR thallium flux fluorescence; stronger effect = lower value; B-score at 10 µM; hit rate 1.2% among 310,000; AID 488922;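 active means ratio B-score over 3 SD below the library mean, with starting fluorescence within 5 SD of its mean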;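 further: negative B-score means less thallium flux so channel inhibition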
# Target sequence (Q9NPC2 whole entry, looked up): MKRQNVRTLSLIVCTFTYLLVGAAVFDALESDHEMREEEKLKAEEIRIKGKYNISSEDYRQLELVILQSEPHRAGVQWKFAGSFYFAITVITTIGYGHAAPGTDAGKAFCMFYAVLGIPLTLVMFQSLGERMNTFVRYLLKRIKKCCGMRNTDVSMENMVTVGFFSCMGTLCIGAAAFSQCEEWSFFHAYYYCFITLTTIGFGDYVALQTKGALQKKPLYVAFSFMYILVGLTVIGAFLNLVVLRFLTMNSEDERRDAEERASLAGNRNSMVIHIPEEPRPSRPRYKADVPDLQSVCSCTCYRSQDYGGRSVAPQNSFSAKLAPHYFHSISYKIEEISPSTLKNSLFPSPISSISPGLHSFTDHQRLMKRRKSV
# KCNQ1 inh: human KCNQ1 channel inhibition; hit rate 1.3% among 310,000; B-score at 10 µM; AID 2642; P51787; CHO-K1 KCNQ1, FluxOR thallium flux fluorescence; stronger effect = higher value;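 active means compounds whose thallium flux B-score, printed positive for inhibition, exceeds three library SD while starting fluorescence stays within three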;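 further: channel opened by potassium depolarization with thallium stimulus after 20 min compound exposure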
# PolyA inhibitor: inhibitors of polyadenylation in S. cerevisiae | S. cerevisiae SKY197-pL101 polyadenylation reporter, beta-gal luminescence; efflux-impaired pdr1/pdr3 knockout yeast; score 100 = 6 SD above DMSO | calls only at 12 µM | hit rate 0.02% among 300,000;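 active means lowest replicate activity score at least 50, where 100 means six control SD above control mean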;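 further: yeast exposed to compound for 9 h at 30 °C; higher score means more reporter readthrough which indicates perturbed polyadenylation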
# Active calls of the source: *; i = inactive; / = not tested or not shown.
SMILES,hERG protect,KCNQ1 pot,RGS4 inh,KCNK3 inh,DYRK1A inh,RGS4 act,GSK3beta inhib,GSK3A inh,KCNK9 block,KCNQ1 inh,PolyA inhibitor
C=CCS/C(=N\n1cnc2ccccc2c1=O)N(CC)CC,-11,i,i,i,1,i,-1,-1,-7.6*,i,i
O=C(Nc1cccnc1)Nc1ccc(F)c(Cl)c1,-19,i,i,i,25,i,1,-1,i,6*,i
O=C(Nc1ccc(F)cc1F)N1CCCCCC1,-8,i,i,i,-1,i,1,-1,i,i,i
COc1ccc(-c2ccc(-c3nnc(-c4ccncc4)o3)cc2)cc1,-1,i,i,/,/,i,4,/,i,i,i
Cc1nc(C)c(/C(O)=C\c2nc3ccc([N+](=O)[O-])cc3oc2=O)o1,-1,i,i,i,/,i,2,0,i,i,i
CCOc1ccc(N2C(=O)CC(Sc3n[nH]c(-c4ccccc4)n3)C2=O)cc1 (stereo not drawn),-15,i,i,i,-4,i,1,-1,i,i,/
C=CCOc1nc(-c2ccncc2)nc2ccccc12,-6,i,i,i,18,i,-1,-5,i,i,i
O=C(COc1ccccc1)N1CCN=C1SCc1ccccc1F,-16,i,i,i,-10,i,2,-1,i,i,i
CC(Nc1ccc2c(c1)OCCO2)C(=O)Nc1ccc2c(c1)OCO2 (stereo not drawn),-1,i,i,i,-7,i,0,0,i,i,/
O=C(CCC1CCCN(C(=O)C2=CCCC2)C1)N1CCN(c2ccccn2)CC1 (stereo not drawn),1,i,i,i,4,i,-3,-1,i,i,i
CC1CCCC(C)N1C(=O)Cn1cnc2cc([N+](=O)[O-])ccc2c1=O (stereo not drawn),-13,i,i,i,9,i,3,-1,i,i,i
COC(=O)C(CC(=O)c1ccc(Br)cc1)n1ccnc1 (stereo not drawn),-25,i,6.6*,/,/,i,-1,/,i,i,i
Cn1nnnc1SCC(=O)Nc1ccc(Cl)c(S(=O)(=O)N2CCOCC2)c1,-9,i,i,i,-5,i,0,2,i,i,i
O=S(=O)(Nc1ccc(-n2cccc2)cc1)c1ccc(Cl)cc1Cl,-8,i,i,i,1,i,2,-2,i,i,i
CCn1c(SCC(=O)NC2CC2)nnc1-c1csc(C)c1,-12,i,i,i,1,i,2,-3,i,i,i
CC1Oc2ccccc2OC1(O)c1ccc2ccccc2n1 (stereo not drawn),-12,i,i,i,-1,i,4,-2,i,i,i
COCc1cc(C)n(CC(=O)N/N=C/c2ccc(-c3ccc(Cl)c(C(=O)O)c3)o2)c(=O)c1C#N,-4,i,i,i,0,i,3,1,i,i,i
CCCNC(=S)NC1CC2CCCC(C1)N2Cc1ccc(F)cc1 (stereo not drawn),-12,i,i,i,/,i,3,-2,i,i,i
O=C1C2C3c4ccccc4C(c4ccccc43)[C@@H]2C(=O)N1c1ccccn1 (stereo partly drawn),-5,i,i,i,/,i,3,-2,i,i,i
COc1cccc(NC(=O)CCC2CCN(C(=O)c3cncs3)CC2)c1,-8,i,i,i,7,i,-3,0,i,i,i
CCCN(C(=O)CSc1nnnn1C)c1c(N)n(Cc2ccccc2)c(=O)[nH]c1=O,-8,i,i,i,-1,i,-3,-1,i,i,i
CC1(C)C/C(=N\O)C(C(O)c2cccc([N+](=O)[O-])c2)C(C)(C)N1 (stereo not drawn),-11,i,i,i,6,i,2,-2,i,i,i
Cc1cccc(C(C(=O)NC2CCCC2)N(C(=O)c2csnn2)C2CC2)c1 (stereo not drawn),-5,i,i,i,1,i,0,-1,i,i,i
O=c1c2ccccc2nnn1CSc1nc2sc3c(c2c(=O)n1CC1CCCO1)CCC3 (stereo not drawn),0,i,i,i,-3,i,2,-2,i,i,i
O=c1[nH]c(=S)n(-c2ccc(Br)cc2)c2ncccc12,-3,i,i,i,-6,i,-3,-1,i,i,i
# Additional entries follow:
SMILES,hERG protect,KCNQ1 pot,RGS4 inh,KCNK3 inh,DYRK1A inh,RGS4 act,GSK3beta inhib,GSK3A inh,KCNK9 block,KCNQ1 inh,PolyA inhibitor
CC(C)CNC(=O)CC(=O)NN=C1CCCC1,-6,i,i,i,1,i,-4,-3,i,i,i
Cc1ccc(Nc2cc(C)nc3nc(C)nn23)cc1,-6,i,i,i,1,i,-1,/,i,i,i
CCC(C)(C)n1nnnc1C(c1cccc(C#N)c1)N1CCN(c2cccc(C)c2C)CC1 (stereo not drawn),-7,i,i,-9.5*,-8,i,-1,0,-17*,i,i
COc1ccc(Br)cc1CN1CCN(C(=O)c2ccco2)CC1,-8,i,i,i,-4,i,-1,-1,i,i,i
COc1ccccc1CNC(=O)CCn1c(=O)[nH]c2ccsc2c1=O,-4,i,i,i,-3,i,-3,-3,i,i,i
Cc1cc(C)c2cc(C(=O)Nc3ccc4c(c3)OCO4)[nH]c2c1,-3,i,i,/,/,i,1,-2,i,i,i
CC1CC(=O)Nc2cc([N+](=O)[O-])ccc2N1 (stereo not drawn),-9,i,i,i,12,i,2,-2,i,i,i
COc1ccccc1CCNC(=O)C(=O)NCC1CCCN1S(=O)(=O)c1ccccc1 (stereo not drawn),-16,i,i,i,-2,-11*,0,-1,i,i,i
CCN1C(=O)[C@H]2[C@@H](c3ccc(SC4CCCCC4)cc3)N3CCCC[C@@]3(C(=O)OC)[C@H]2C1=O,-9,i,i,i,7,i,0,-3,i,i,i
Cc1ccccc1S(=O)(=O)Cc1ccc(C(=O)NCc2ccc(F)cc2)o1,-7,i,i,i,7,i,0,-2,i,i,i
CCCCC(=O)NC(=S)Nc1ccc(NC(=O)C(C)C)c(OC)c1,-7,i,i,i,-6,i,5,-2,i,i,i
Cc1ccc(OCC(=O)Oc2ccc(C)c(C)c2)cc1,-12,i,i,i,5,i,-2,-2,i,i,i
C1CCc2c(nc3nnnn3c2NCC2CC2)C1,-10,i,i,i,6,i,2,-3,i,i,i
COc1ccc(Cc2nnc(SCC(=O)Nc3ncc(C)s3)o2)cc1,-5,i,i,i,4,i,-1,0,i,i,i
Cc1cccc(NC(=O)CSc2nnc(C)c(C)n2)c1,-2,i,i,i,-2,i,0,-2,i,i,i
Cn1cc(CN2CCC(n3nccc3NC(=O)c3ccccc3Cl)CC2)cn1,-11,i,i,i,-7,i,3,-1,i,i,i
COc1ccc2c(c1)sc(N)[n+]2Cc1cc(C)cc2cccnc12,-21,i,i,i,5,i,-3,-2,i,i,i
O=C(NC1CCCC1)C(c1ccccc1)N(C(=O)c1csnn1)C1CCCC1 (stereo not drawn),-2,i,i,i,-6,i,0,1,i,i,i
Cc1cc(C(=O)NC(Cc2ccccc2)C(=O)O)c(C)o1 (stereo not drawn),-8,i,i,i,2,i,0,-2,i,i,/
CC1CCCN(CCOCCOc2ccccc2-c2ccccc2)C1 (stereo not drawn),-3,i,i,i,0,i,0,-1,i,i,i
Cn1nccc1C(=O)NC1CCCc2c1cnn2-c1ccccc1F (stereo not drawn),-14,i,i,i,-6,i,/,2,i,6*,i
COc1cc(NC(=O)c2cc(Cl)ccc2Cl)ccc1-c1cc2ccccc2oc1=O,-3,i,i,i,9,i,-6,1,i,i,i
Cc1cc(C(F)(F)F)c2sc(N)nc2n1,4,i,i,i,4,i,-3,-1,i,i,i
O=C(CCC(=O)N1CCN(S(=O)(=O)c2ccc(Cl)cc2)CC1)Nc1ccc(Cl)cc1Cl,-9,i,i,i,0,i,6,-2,i,i,i
COc1ccc(-c2nc(N/N=C(\C)c3ccc(O)cc3)c3ccccc3n2)cc1,-11,i,i,i,-11,i,-15,0,i,i,i

# Single entries from the results shown.
# Value for Cc1ccccc1S(=O)(=O)Cc1ccc(C(=O)NCc2ccc(F)cc2)o1 under DYRK1A inh: 7
# Value for CCCCC(=O)NC(=S)Nc1ccc(NC(=O)C(C)C)c(OC)c1 under hERG protect: -7

# Part of the list above, showing only GSK3A inh:
Structure,GSK3A inh
COc1ccccc1CCNC(=O)C(=O)NCC1CCCN1S(=O)(=O)c1ccccc1 (stereo not drawn),-1
CCN1C(=O)[C@H]2[C@@H](c3ccc(SC4CCCCC4)cc3)N3CCCC[C@@]3(C(=O)OC)[C@H]2C1=O,-3
Cc1ccccc1S(=O)(=O)Cc1ccc(C(=O)NCc2ccc(F)cc2)o1,-2
CCCCC(=O)NC(=S)Nc1ccc(NC(=O)C(C)C)c(OC)c1,-2
Cc1ccc(OCC(=O)Oc2ccc(C)c(C)c2)cc1,-2

# Following part:
SMILES,hERG protect,KCNQ1 pot,RGS4 inh,KCNK3 inh,DYRK1A inh,RGS4 act,GSK3beta inhib,GSK3A inh,KCNK9 block,KCNQ1 inh,PolyA inhibitor
Cc1ccc(SCC(=O)NCc2ccccc2)cc1,-5,i,i,i,-1,i,-1,-2,i,i,i
Cn1cc(CNC(=O)/C=C/c2ccc(Cl)cc2)cn1,-1,i,i,i,-1,i,0,-1,i,i,i
COc1ccc(/C=N/Nc2nonc2N)cc1,-8,i,i,i,-4,i,-1,-5,i,i,i
Cc1ccc(C)c(Oc2coc3cc(O)ccc3c2=O)c1,-2,i,i,i,-5,i,-1,-2,i,i,i
O=C1NC[C@H](c2ccccc2)N(CCc2cccc(F)c2)C1=O,-10,i,i,i,-2,i,0,0,i,i,i
COc1ccc(C2C(C#N)C(C#N)N3CCCN23)cc1 (stereo not drawn),-16,i,i,i,32,i,2,3,i,i,i
Cc1cccnc1NC(=S)NC(=O)/C=C/c1ccccc1,-7,i,i,i,-1,i,1,3,i,i,i
CC(=O)c1cccc(NC(=O)c2cc(-c3ccco3)nc3ccccc23)c1,-23,i,i,i,-4,i,2,-1,i,i,i
CCC(C)(CC(=O)Nc1nccs1)c1ccccc1 (stereo not drawn),-8,i,i,i,-1,i,-1,0,i,i,i
OC1CCCCC1Sc1nc2ccccc2s1 (stereo not drawn),-11,i,i,i,-5,i,0,-2,i,i,i
[N-]=[N+]=NC[C@H](Cc1ccccc1)N1CC[C@@H](NC(=O)OCc2ccccc2)CCC1=O,-4,i,i,i,6,i,2,-2,i,i,i
NC1=NC(=O)/C(=C\c2ccc(-c3ccc(Cl)cc3)o2)S1,-6,i,i,i,58*,i,1,9,i,i,i
Cc1ccc(NC(=O)CCNS(=O)(=O)c2cccc3nsnc23)cc1,0,i,i,i,3,i,1,-4,i,i,i
Cc1cc(C)n(-c2nc3ccccc3nc2N2CCCC2)n1,-5,i,i,i,-1,i,0,-1,i,i,i

# Screening results from PubChem BioAssay.

# Not all compounds are listed; rates above refer to the full screens.
